# PERK inh: human PERK inhibition, primary cell-based screen; CHO PERK-DD fusion, SEAP luminescence translation reporter; hit rate 0.17% among 220,000; AID 1416; inhibition, % at 5.6 µM; Q9NZJ5;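 active = inhibition above the mean inhibition of all tested compounds plus 3 SD, set separately per screening campaign, cut at about 2.9% in these data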;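 note: PERK kinase domain activated by AP20187 dimerizer at 100 nM; 0% = DMSO with dimerizer and 100% = rapamycin at 8.4 µM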
# S1P4 antag: antagonists of human S1P4 receptor. O95977. S1P4-expressing cells, antagonist mode, reporter read-out. inhibition, % at 4.98 µM. hit rate 0.26% among 220,000; in the data active = inhibition above about 29%;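 note: 0% = wells stimulated with agonist and 100% = vehicle wells without agonist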
# Wee1 stabilizer: inhibitors of human Wee1 degradation. P30291. HeLa Luc-Wee1K328M stability, luciferase luminescence; 100% = proteasome inhibitor MG132 effect. reporter increase, % at 5 µM. hit rate 1.2% among 220,000;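 active = activation above the mean of all tested compounds plus 3 SD, set per screening run, cut at about 8.8% in these data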;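 note: cells exposed to compound for 20 h before luminescence read; 0% = DMSO alone and 100% = MG132 at 30 µM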
# Target sequence (P30291 whole entry K328M): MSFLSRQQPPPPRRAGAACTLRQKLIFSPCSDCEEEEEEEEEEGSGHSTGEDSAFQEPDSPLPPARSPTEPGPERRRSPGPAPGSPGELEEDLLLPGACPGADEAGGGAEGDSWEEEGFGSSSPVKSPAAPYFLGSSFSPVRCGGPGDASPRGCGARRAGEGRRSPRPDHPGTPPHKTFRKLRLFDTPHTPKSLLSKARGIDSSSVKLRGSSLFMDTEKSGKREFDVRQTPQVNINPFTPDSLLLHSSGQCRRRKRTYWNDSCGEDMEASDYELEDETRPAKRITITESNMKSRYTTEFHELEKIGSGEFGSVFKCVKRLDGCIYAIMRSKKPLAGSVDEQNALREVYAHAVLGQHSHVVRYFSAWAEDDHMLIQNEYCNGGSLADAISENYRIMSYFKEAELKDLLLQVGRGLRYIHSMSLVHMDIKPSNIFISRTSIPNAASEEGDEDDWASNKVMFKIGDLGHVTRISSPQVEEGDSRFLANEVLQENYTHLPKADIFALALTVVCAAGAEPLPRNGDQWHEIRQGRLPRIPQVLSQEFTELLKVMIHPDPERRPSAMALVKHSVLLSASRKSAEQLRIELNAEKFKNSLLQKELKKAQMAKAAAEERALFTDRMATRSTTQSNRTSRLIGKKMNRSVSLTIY
# eIF4E-4G inh: inhibitors of eIF4E and eIF4G interaction in translation initiation. hit rate 0.37% among 220,000. TR-FRET eIF4E-eIF4GI(517-606) binding, 2 h. AID 782. inhibition, % at 21.7 µM. P63073+Q04637;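 active = inhibition above about 30%, limit read from the data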;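 note: 0% = full FRET control wells and 100% = background wells lacking eIF4GI fragment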
# Mdm2 ligase inh: blocks human Mdm2 ubiquitin ligase activity. AID 1230. cell-based MDM2 ubiquitination luciferase reporter, 2 h; 0 = plate control, 100 = twice control, blank-subtracted. Q00987. hit rate 0.11% among 210,000. signal enhancement, % at 5 µM;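 active = signal enhancement of 30% or more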;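 note: luminescence tracks abundance of the self-degrading MDM2-luciferase fusion protein; higher signal means inhibition of MDM2 E3 ligase activity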
#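 Material: stable MDM2–luciferase fusion reporter cells / Quantity: 2000 cells/well / Dosing: single 5 µM compound dose, 0.2% final DMSO / Buffer or medium: DMEM / Schedule: 4 h cell settling then 2 h compound exposure, 37 °C / Detection: luminescence with SteadyLite reagent, 15 min at room temperature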
# BaF3 tox: counter-screen for JAK2V617F inhibitors: parental Ba/F3 viability inhibitors; AID 1486; inhibition, % at 5.6 µM; hit rate 1.1% among 220,000; CellTiter-Glo ATP luminescence;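 active = inhibition above a per-campaign cutoff, the mean inhibition of all tested compounds plus 3 SD, cut at about 27% in these data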;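 note: 0% = DMSO wells and 100% = JAK Inhibitor I control wells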
# S1P4 agonist: activates the human S1P4 receptor; activation, % at 4.98 µM; O95977; hit rate 0.35% among 220,000; S1P4-expressing cell line, agonist reporter assay; in the data active = activation above about 11%;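 note: 0% = DMSO vehicle and 100% = reference agonist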
# Ba/F3 V617F tox: lowers viability of Ba/F3 cells expressing EpoR and JAK2V617F; ATP luminescence; inhibition, % at 5.6 µM; hit rate 1.1% among 220,000; AID 1446;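 active = inhibition above the campaign mean plus 3 SD over all tested compounds, cut at about 24% in these data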;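 note: cytokine-independent growth of Ba/F3 cells driven by EpoR plus mutant JAK2; 0% = DMSO-treated cells and 100% = JAK inhibitor I control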
# NPY2 pot ag: potentiates or activates human NPY-Y2 receptor | P49146 | cells expressing NPY-Y2, potentiator/agonist read-out | activation, % at 3.6 µM | hit rate 0.45% among 220,000 | AID 1359; in the data active = activation above about 27%;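 note: cells stimulated with NPY near EC25 plus isoproterenol at EC100; 0% = vehicle plus submaximal agonist and 100% = vehicle plus saturating agonist; some results beyond the cut were filed as inactive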
# Target sequence (P49146 whole entry, looked up): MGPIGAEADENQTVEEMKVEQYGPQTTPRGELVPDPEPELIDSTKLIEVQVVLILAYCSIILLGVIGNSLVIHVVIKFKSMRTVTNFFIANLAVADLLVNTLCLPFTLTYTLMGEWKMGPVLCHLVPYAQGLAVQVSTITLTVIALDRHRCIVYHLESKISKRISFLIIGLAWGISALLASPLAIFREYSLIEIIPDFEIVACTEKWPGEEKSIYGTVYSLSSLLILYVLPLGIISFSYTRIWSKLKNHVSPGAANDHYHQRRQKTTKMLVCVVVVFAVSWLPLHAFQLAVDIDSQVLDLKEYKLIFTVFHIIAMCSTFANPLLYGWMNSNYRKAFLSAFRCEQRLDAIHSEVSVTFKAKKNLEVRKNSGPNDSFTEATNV
# * hit, by the source's call; · = no result given; [ ] = another dose, or the depositor's remark.
# The first ten records, to show the layout:
canonical_smiles	PERK inh	S1P4 antag	Wee1 stabilizer	eIF4E-4G inh	Mdm2 ligase inh	BaF3 tox	S1P4 agonist	Ba/F3 V617F tox	NPY2 pot ag
Cc1ccc(CN2CCN(/N=C/c3cccnc3)CC2)c(C)c1	1.0	-10	1	-2[fluorescence artefact?]	13	6	2.4	0	11
CCOC(=O)C(CCCCP(=O)(c1ccccc1)c1ccccc1)(NC(C)=O)C(=O)OCC	-0.9	2	-1	1	-48	2	0.0	1	-18
O=C(c1ccc(COc2c(F)c(F)cc(F)c2F)o1)N1CCN(c2ccccc2)CC1	-0.9	-9	0	4	-4	7	0.9	2	3
C/C(=N\NC(=O)C1(C)NC(C)(C)Cc2ccccc21)c1ccccc1 (centres undefined)	0.8	11	-2	2	-2	2	-0.6	3	-10
N#CCCSc1nc(N2CCOCC2)c2c(c1C#N)CCCC2	-2.2	3	-1	7	-17	6	0.7	5	-8
O=C(O)CCc1ccc(-c2ccc(Br)cc2)n1Cc1ccco1	0.7	-11	0	-1	0	4	1.7	0	-14
O=C(Nc1cnn(Cc2ccc(Cl)cc2)c1)c1cnccn1	-0.7	-21	-3	1	12	1	-0.4	0	2
COc1cnc(-c2ccccn2)nc1Sc1ccc(Cl)cc1	1.0	-22	5	5	-1	6	2.7	0	-9
C=CCn1c(C(C)NC(=O)CC)nc2ccccc21 (centres undefined)	1.2	7	4	-4	0	9	-1.2	5	-21
Cc1nc2c(=O)[nH]c(=S)n(C)c2nc1C	1.2	-15	-2	-2	0	3	-0.3	3	-10

# Results, from the first entry:
canonical_smiles	PERK inh	S1P4 antag	Wee1 stabilizer	eIF4E-4G inh	Mdm2 ligase inh	BaF3 tox	S1P4 agonist	Ba/F3 V617F tox	NPY2 pot ag
Cc1ccc(CN2CCN(/N=C/c3cccnc3)CC2)c(C)c1	1.0	-10	1	-2[fluorescence artefact?]	13	6	2.4	0	11
CCOC(=O)C(CCCCP(=O)(c1ccccc1)c1ccccc1)(NC(C)=O)C(=O)OCC	-0.9	2	-1	1	-48	2	0.0	1	-18
O=C(c1ccc(COc2c(F)c(F)cc(F)c2F)o1)N1CCN(c2ccccc2)CC1	-0.9	-9	0	4	-4	7	0.9	2	3
C/C(=N\NC(=O)C1(C)NC(C)(C)Cc2ccccc21)c1ccccc1 (centres undefined)	0.8	11	-2	2	-2	2	-0.6	3	-10
N#CCCSc1nc(N2CCOCC2)c2c(c1C#N)CCCC2	-2.2	3	-1	7	-17	6	0.7	5	-8
O=C(O)CCc1ccc(-c2ccc(Br)cc2)n1Cc1ccco1	0.7	-11	0	-1	0	4	1.7	0	-14
O=C(Nc1cnn(Cc2ccc(Cl)cc2)c1)c1cnccn1	-0.7	-21	-3	1	12	1	-0.4	0	2
COc1cnc(-c2ccccn2)nc1Sc1ccc(Cl)cc1	1.0	-22	5	5	-1	6	2.7	0	-9
C=CCn1c(C(C)NC(=O)CC)nc2ccccc21 (centres undefined)	1.2	7	4	-4	0	9	-1.2	5	-21
Cc1nc2c(=O)[nH]c(=S)n(C)c2nc1C	1.2	-15	-2	-2	0	3	-0.3	3	-10
Clc1ccc(-c2nnc(-c3ccccc3Cl)o2)cc1	-0.6	-6	3	0	-62	-1	0.7	2	-4
Cc1nnc(SCc2cc(=O)n3[nH]cnc3n2)s1	1.5	-14	1	1	-5	4	0.9	0	9
CC(=O)N1CCc2cc(N=NC3=C(O)CCCC3=O)ccc21	0.8	-5	0	1	-20	3	1.3	-2	-1
CC(=O)NCCc1nc2ccccc2n1CCOc1cccc(C)c1	-0.8	6	6	-3	3	1	-0.5	-3	-30
CCC1CCCCN1CCCNC(=O)Cn1nc(-c2ccccc2)ccc1=O (centres undefined)	0.0	-9	0	-1[fluorescence artefact?]	-14	-1	-0.2	-3	-7
N#Cc1c(N)c(C(=O)c2ccc(Cl)cc2)n2c1CCC2	0.0	-6	-2	-4	13	2	0.0	-2	28
CC(=O)Nc1ccc(S(=O)(=O)Nc2ccc(-c3ccc4nnc(C)n4n3)cc2)cc1	-0.4	0	1	-1	-4	2	0.2	1	9
COC(=O)c1sc2nc(SCc3ccccc3C)n(N)c(=O)c2c1C	0.8	-16	3	1	-2	11	1.1	-3	-8
CC(C)[C@H](NC(=O)c1ccc(Cl)c([N+](=O)[O-])c1)C(=O)NCc1ccc(Cl)cc1Cl	0.7	-19	-2	9	6	-1	0.4	-6	4
FC(F)Oc1ccc(NC(=S)NCc2nc3ccccc3[nH]2)cc1	-0.5	-8	-2	-1	-11	0	2.6	3	-11
O=C(COC(=O)C12CC3CC(CC(O)(C3)C1)C2)NC12CC3CC(CC(C3)C1)C2	-0.7	-4	-3	0	-32	1	-0.4	-5	-3
Cc1ccc(NC(=O)NNC(=O)c2sccc2-n2cccc2)cc1	1.0	2	-3	4	-6	2	1.0	1	-8
O=S(=O)(NC1CC1)c1ccc(S(=O)(=O)N2CCN3CCCC3C2)cc1 (centres undefined)	1.6	-5	-2	1	-8	4	-1.0	-2	15
COc1ccc(NC(=O)NCc2cccnc2)cc1OC	0.7	-1	-2	-1	-7	2	-0.8	-6	15
CCC(Oc1ccccc1)C(=O)O/N=C(\N)c1ccc(OC)c(OC)c1 (centres undefined)	0.2	-14	1	1	-2	9	1.7	0	-3
Cc1ccc(CN2C(=NC(=O)CCC(=O)O)SC3CS(=O)(=O)CC32)cc1 (centres undefined)	0.3	1	-3	0	-13	2	1.8	-3	-8
O=C(/C=C/c1cccc([N+](=O)[O-])c1)Nc1ccccc1N1CCOCC1	-1.2	-11	-1	-1	2	5	0.7	2	-1
CCc1ccc2c(c1)C1(NN=C(c3ccc(C)cc3)S1)C(=O)N2 (centres undefined)	0.4	7	-3	3	4	1	-0.3	-2	2
CCCN(CCC)c1ncnc2c1cnn2-c1ccc(OC)cc1	-0.9	-3	5	10	-37	1	3.0	1	-16
Cc1c(Cl)c([N+](=O)[O-])nn1CCCC(=O)Nc1cc(Cl)ccc1Cl	-1.1	1	1	4	·	13	-0.4	5	-13
CCn1c(CNc2ccccc2Cl)nnc1SCC(=O)OC1CCCCC1	-0.7	0	0	-3	-15	6	0.2	0	6
Cc1ccccc1NC(=O)c1ccccc1NC(=O)Cc1cccc2ccccc12	0.5	-5	-1	-2	-9	9	0.6	3	2
Cc1cc(CNC(=O)c2ccc3c(c2)OCO3)c2ccccc2n1	0.3	-17	3	0	-8	3	-0.6	-3	-5
Cc1nc(CSc2n[nH]c(=O)n2-c2cccc(F)c2)cs1	0.8	1	-1	-4	1	-2	3.9	-4	-2
C=CCn1cc(C(=O)NCC2CCCO2)c(=O)c2cc(S(=O)(=O)N3CCCCCC3)ccc21 (centres undefined)	-1.7	-6	2	5	-23	4	1.2	4	-9
Clc1ccc2c(c1)C(c1cccs1)=NNC(c1cccnc1)=N2	0.1	-6	0	5	-22	8	2.2	2	-8
COC(=O)c1ccc(C)c(NC(=O)CCSc2ccc(C)cc2)c1	0.3	-25	-1	-1	-15	-3	0.6	-2	10
O=C(Nc1nnc(COc2ccccc2)s1)c1ccco1	1.1	-7	1	14	-11	1	-0.8	-4	5
CN1c2ccccc2C2(C)CCCC3=Cc4cccc([N+](=O)[O-])c4OC312 (centres undefined)	2.0	6	-2	3[fluorescence artefact?]	-8	3	-0.6	-4	2
O=C(COC(=O)C1CCN(S(=O)(=O)c2cccs2)CC1)NCc1ccccc1	1.9	-5	-2	0	-8	0	0.6	-5	9
O=C(CCc1ccccc1)Nc1nnc(-c2ccccn2)o1	1.5	-6	3	4[fluorescence artefact?]	-13	7	3.5	2	-7
O=c1c(O[C@@H]2O[C@H](CO)[C@@H](O)[C@H](O)[C@H]2O)c(-c2ccc(O)c(O)c2)oc2cc(O)cc(O)c12	1.0	5	1	0	·	-7	-0.1	4	11
COc1ccc(C2CC2/C(C)=N/OC(=O)c2cccs2)cc1 (centres undefined)	-0.2	-11	1	5	0	1	1.6	-2	-8
COc1ccc(NC(=O)c2ccc(-c3nn(C)c(=O)c4ccccc34)cc2)cc1	-0.5	-3	-2	-1	5	7	2.4	-1	-7
Cc1ccc(C(=O)NCCNS(=O)(=O)c2ccccc2)cc1	1.2	14	-2	-8	-20	0	1.4	-4	-1
N#CCSC1=Nc2ccccc2C2=NC(CCC(=O)N3CCN(c4ccccc4)CC3)C(=O)N12 (centres undefined)	-0.3	-6	0	-25	-12	4	1.0	-2	5
Cc1ccc(N2CC(C(=O)Oc3cccc(N4C(=O)CCC4=O)c3)CC2=O)cc1 (centres undefined)	0.0	-33	3	-3[fluorescence artefact?]	-4	1	3.2	3	-10
Cc1nn(CC(=O)Nc2ccc(C#N)cc2)c(C)c1[N+](=O)[O-]	2.8	-10	-2	4	-20	8	-1.7	-1	9
COc1ccc(C(=O)NC(=S)Nc2ccc(N3CCN(C(C)=O)CC3)cc2)cc1[N+](=O)[O-]	-1.4	5	2	-5	-4	-2	-1.0	0	2
CC(C)Sc1nc2c(cnn2-c2ccc(F)cc2)c(=O)[nH]1	0.0	-8	5	-1[fluorescence artefact?]	-12	7	0.0	-2	-2
Cc1cc(NC(=O)CSc2nc3c(c(=O)n2-c2ccc(Cl)cc2)SCC3)no1	-0.8	-10	0	·	·	8	-0.9	-1	6
Cc1ccc2c(c1)CCCN2C(=O)c1ccoc1C	0.3	-9	2	1[fluorescence artefact?]	-10	10	0.2	3	-4
COc1ccc(NCc2ccc3c(c2)OCO3)cc1Cl	0.6	6	3	-8	3	4	-3.2	-3	-1
CC(=O)c1c(C(C)=O)c(C)n(C(c2ccccc2)c2ccccc2)c1C	0.6	8	-3	2	-2	-3	-0.6	-6	1
CCOC(=O)C1(Cc2cccc(F)c2)CCN(C(=O)c2ccoc2C)CC1	-0.6	-4	0	2	1	2	0.9	2	-6
CC(=O)c1cccc(Nc2cc(C)nc3ccc(C)cc23)c1	-1.3	3	2	-1	-44	0	0.4	6	-18
Clc1ccc(-c2ccc(C=Nc3ccc(N4CCOCC4)cc3)o2)c(Cl)c1	-0.4	-3	-2	1	0	6	1.0	1	-4
CCCCOc1ccc(CONS(=O)(=O)c2ccc(NC(C)=O)cc2)cc1Cl	-1.1	-3	-1	-1[fluorescence artefact?]	-1	10	-3.2	8	18
Cc1cc(C)c(C(=O)OCC(=O)NCc2cccs2)c(C)c1	1.4	-23	0	2	1	9	0.7	1	-6
Cc1ccc(C)c2sc(NC(=O)c3ccc(N4CCCCC4)c([N+](=O)[O-])c3)nc12	1.1	-4	-1	-2	3	0	-0.3	-1	-1

# From PubChem BioAssay
